Bioassay records deposited in PubChem BioAssay by Broad Institute.
EWS-Fli inh: EWS/Fli transcriptional activity inhibition. A673 NR0B1-luciferase reporter, viability-normalised. inhibition, % at 12.6 µM. 350,000 tested, 0.67% active;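 active = mean inhibition of at least 50% after viability correction, with every replicate also passing that limit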;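 note: firefly luciferase signal divided by Alamar Blue viability fluorescence both relative to DMSO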
PGC1a acetyl inh: lowers PGC1a acetylation signal in U2OS cells; AlphaScreen anti-acetyl-lysine; with virally co-expressed GCN5 acetyltransferase; inhibition, % at 15.6 µM; 350,000 tested, 0.17% active; AID 651687;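 active = every replicate shows inhibition of at least 40%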;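 note: 0% = neutral control wells and 100% = positive control wells; some results beyond the cut were filed as inactive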
Casp6 inh: blocks human caspase-6 cleavage activity; purified caspase-6, Z-VEID-R110 cleavage fluorescence; P55212; inhibition, % at 12.5 µM; AID 686996; 350,000 tested, 0.53% active;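 active = mean inhibition across replicates at least about 35%, with every replicate also reaching that limit, limit read from the data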;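 note: 0% = median of neutral control wells and 100% = no fluorescence left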
Target sequence (P55212 24-179 limits assumed): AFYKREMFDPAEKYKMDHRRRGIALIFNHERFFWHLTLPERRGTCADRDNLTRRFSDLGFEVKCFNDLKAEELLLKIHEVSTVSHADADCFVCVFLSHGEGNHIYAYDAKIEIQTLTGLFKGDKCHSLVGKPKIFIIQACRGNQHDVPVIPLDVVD
Target sequence (P55212 194-293 limits assumed): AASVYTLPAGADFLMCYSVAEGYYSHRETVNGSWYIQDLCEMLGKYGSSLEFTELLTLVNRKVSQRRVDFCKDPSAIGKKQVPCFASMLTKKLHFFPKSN
miR122 inh: inhibitors of miR-122 in Huh7 cells; AID 602342; activation (reporter increase), % at 12.5 µM; Huh7 miR-122 Renilla luciferase sensor, 48 h; neutral wells = 0, positive control = 100; 340,000 tested, 0.3% active;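 active = mean replicate activation score at least 90 and every replicate individually at or above 90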;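 note: higher luciferase means less miR-122 activity so hits act as miR-122 inhibitors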
Cneo AK release: causes C. neoformans cell lysis; 360,000 tested, 0.2% active; adenylate kinase release luminescence, 4 h; normalised: neutral wells 0, clomiphene wells 100; lysis activity, % at 15 µM;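 active = mean lysis activity across replicates of at least 80%, whatever share of replicates individually reach that level; inactive = mean lysis activity below 80%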
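read-out = cell lysis signal | test system = log-phase Cryptococcus neoformans yeast cells | input = cells at 5 × 10^6 per mL | medium = fresh YPD growth medium | signal = luminescent adenylate kinase detection reagent | timing = 4 h at 37 °C static, read 1 h later | dosing = single dose | controls = Clomiphene as positive lysis control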
LGR2 inh: inhibitors of bursicon-induced Drosophila LGR2 receptor cAMP signaling | inhibition, % at 9.99 µM | HEK293 LGR2, CRE-luciferase, bursicon-stimulated, 4 h | 380,000 tested, 0.35% active | AID 720647;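 active = drop in luminescence signal, shown as inhibition above about 50% in the replicate tests, limit read from the data, passing the limit was not always enough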;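 note: agonist challenge used bursicon conditioned medium at about half maximal strength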
FN deposit inh: fibronectin deposition inhibition. AH1F fibroblasts, Alexa488-fibronectin deposition fluorescence, overnight. inhibition, % at 12.6 µM. 350,000 tested, 0.086% active. AID 743247;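 active = mean inhibition across replicates of 30% or more, regardless of how many single replicates reach that level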;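 note: positive control wells lacked labelled fibronectin entirely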
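Schedule: 1 h cell adhesion before compound, then overnight fibronectin incubation; test system: AH1F fibroblast monolayer depositing Alexa488-labelled fibronectin into matrix; quantity: 10000 AH1F cells per well; probe or stimulus: fluorescent fibronectin at 24 nM final; signal: fluorescence, ex 485 nm, em 525 nm; evaluation: percent inhibition as loss of matrix-bound fibronectin fluorescence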
PAX8 inh HTS: inhibitors of PAX8 transcriptional activity in RMG-I cells; RMG-I TPO-luciferase reporter, SteadyGlo, 24 h; inhibition, % at 12.6 µM; 360,000 tested, 1.2% active;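 active = mean replicate inhibition at least 60% with every replicate also reaching 60%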;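 note: luciferase light reporting Pax8 driven TPO promoter activity; plate controls were median of neutral control wells for no effect and mitoxantrone controls for full effect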
* = called active by the depositor; / = not tested or not shown; [ ] = remark or other dose.

#	Compound	EWS-Fli inh	PGC1a acetyl inh	Casp6 inh	miR122 inh
1	CCOc1ccccc1NC(=O)CN1C(=O)NC(Cc2c[nH]c3ccccc23)C1=O (centres undefined)	19	-7	2	12
2	C[C@@H]1CN([C@@H](C)CO)C(=O)c2cc(C#Cc3ccncc3)cnc2O[C@@H]1CN(C)Cc1ccncc1	-24	-4	/	23[16.7 µM]
3	CC1CCC2(CC1)NC(=O)N(CC(=O)NC(C)c1ccc(F)c(F)c1)C2=O (centres undefined)	1	/	-2	/
4	COc1ccc(C2CC(c3ccc(F)cc3)n3nc(NC(=O)c4ccco4)nc3N2)cc1 (centres undefined)	0	7	-3	/
5	Cc1ccc(-c2cc(=O)[nH][nH]2)c(C)c1	/	5	/	2
6	CC(C)NC(=O)N[C@@H]1CC[C@@H](CC(=O)O)O[C@@H]1CO	-3	-2	4	-15[16.7 µM]
7	O=C(NC(c1ccccc1)c1ccccc1)c1ccc(S(=O)(=O)C(F)F)cc1	/	-6	/	-4
8	CCS(=O)(=O)n1nc(NCc2cccc(OC)c2)nc1NCc1cccc(OC)c1	/	3	/	8
9	CCOc1ccc(NC(=O)N2CCC(C(=O)c3ccc(F)cc3)CC2)cc1	/	-3	/	-3
10	COc1ccc(-n2c(SCC(=O)NCC3CCCO3)nc3c(c2=O)SCC3)cc1OC (centres undefined)	3	/	3	3
11	COc1cccc(-c2nc(CS(=O)(=O)CC(=O)Nc3c(C)cccc3C)c(C)o2)c1	-4	/	1	0
12	COc1ccc(NC(=O)c2c(N)no[n+]2[O-])cc1	-19	-20	1	0
13	CC1CCCCN1C(=O)CSc1nc2ccsc2c(=O)n1Cc1ccccn1 (centres undefined)	/	8	/	-2
14	O=C(NCc1ccccc1)[C@@H]1CCCN1C(=O)[C@H]1CCCN1C(=O)c1ccccc1C(F)(F)F	-7	/	-3	/
15	CCCc1nc2nc(C)c(NS(=O)(=O)c3ccc(F)cc3)c(=O)n2[nH]1	-9	/	-1	/

#	Cneo AK release	LGR2 inh	FN deposit inh	PAX8 inh HTS
1	0	7	8	19
2	/	4	-2	/
3	3	-5	3	7
4	/	-2	-1	4
5	6	/	0	/
6	-3	-7	-31	-19
7	0	2	/	/
8	2	-5	/	/
9	-17	/	6	/
10	0	2	-8	11
11	-3	8	-9	-8
12	-1	-25	1	-20
13	0	7	2	/
14	/	3	1	3
15	-2	6	-2	-9

Next section
#	Compound	EWS-Fli inh	PGC1a acetyl inh	Casp6 inh	miR122 inh
16	CCCNc1c(NC(=O)COc2ccc(Cl)cc2)c(=O)oc2ccccc12	/	-14	2	4
17	CC1(C)CC(=O)C2=C(C1)OC(N)=C(C#N)C21CCN(C(=O)OCc2ccccc2)CC1	/	-5	/	-2
18	COc1ccc(S(=O)(=O)N[C@@H]2CC[C@H](CC(=O)N3CCC(Cc4ccccc4)CC3)O[C@@H]2CO)cc1	/	-7	2	/
19	CN1C[C@H]2CON(C)[C@H]2C[C@H]1c1cccc(-c2ccccc2)c1	-1	-5	1	6
20	CC(C)NC(=O)Nc1ccc2c(c1)C(=O)N([C@@H](C)CO)C[C@@H](C)[C@H](CN(C)C(=O)Nc1ccc(C(F)(F)F)cc1)OCCCC[C@@H](C)O2	18	3	1	-4[16.7 µM]
21	CCOC(=O)N1CCN(Cc2nc(N)nc(Nc3ccc(OCC)cc3)n2)CC1	/	15	/	-1
22	Cc1ccc(C)c(C(=O)COC(=O)Cn2[nH]c(=O)c3ccccc3c2=O)c1	7	1	4	7
23	Cc1ccc(S(=O)(=O)Nc2cccc3c2O[C@H](CN(C)C(=O)Nc2cccc4ccccc24)[C@@H](C)CN([C@@H](C)CO)C3=O)cc1	12	-12	2	/
24	Cc1cc(/C=C2\C(=N)N3N=C(S(C)(=O)=O)SC3=NC2=O)c(C)n1Cc1ccccc1	-1	/	23	/
25	Cc1ccc(NC(=O)c2cccnc2C(=O)O)nc1	4	/	-2	/
26	Cn1nnc2sc3c(c2c1=O)CCCC3	/	-1	/	-9
27	O=C(NC[C@@H]1[C@@H](c2ccccc2)[C@H](CO)N1Cc1ccccn1)C1CCC1	-1	1	/	0[16.7 µM]
28	O=P(CCC(F)(F)F)(CCC(F)(F)F)CCC(F)(F)F	/	-11	/	-9
29	CCCCCN(C(=O)CCC(=O)OCC(=O)Nc1cccc(CC)c1)c1c(N)n(CCCC)c(=O)[nH]c1=O	6	/	4	/
30	COc1ccc(NC(=O)Cc2ccccc2)cc1	/	-2	/	-8

#	Cneo AK release	LGR2 inh	FN deposit inh	PAX8 inh HTS
16	4	-1	-2	8
17	-6	/	7	/
18	4	-30	/	/
19	1	11	-6	-10
20	0	9	/	46
21	-11	19	4	/
22	-3	14	-2	2
23	/	10	/	/
24	/	-36	-17	-23
25	/	-5	-8	-1
26	-1	/	-2	1
27	0	7	-11	17
28	-4	/	7	-1
29	/	4	-4	0
30	-1	/	13	-60

Next section:
#	Compound	EWS-Fli inh	PGC1a acetyl inh	Casp6 inh	miR122 inh
31	COc1cc(OC)c2c(c1)OC(=O)CC2c1cc(OC)c(OC)c(OC)c1 (centres undefined)	-8	-7	1	5
32	C[C@@H]1CN([C@@H](C)CO)C(=O)c2cccc(NC(=O)Nc3ccccc3)c2O[C@H]1CN(C)S(=O)(=O)c1cn(C)cn1	-4	9	-1	17[16.7 µM]
33	CCCNC(=O)N1C[C@H](C)[C@H](OC)CN(C)C(=O)c2ccc(NS(=O)(=O)CC(F)(F)F)cc2OC[C@@H]1C	1	1	-1	/
34	O=C(CCNC(=O)N1CC(=O)Nc2ccccc21)NCc1ccc(Cl)cc1	-8	1	-2	-2
35	COCC(=O)N1[C@H](CO)[C@H]2c3ccccc3N(C(=O)NC(C)C)C[C@H]21	-9	4	-1	20[16.7 µM]
36	CCc1nc2c(OCc3ccc(Cl)cc3)cccn2c1N(C)C(=O)c1cccs1	10	4	2	-2
37	C[C@H]1CN([C@@H](C)CO)C(=O)c2cc(Br)cnc2O[C@@H]1CN(C)S(=O)(=O)c1ccc(F)cc1	-1	-2	-2	11[16.7 µM]
38	O=C(C[C@H]1CC[C@@H](NC(=O)Nc2ccc3c(c2)OCO3)[C@H](CO)O1)NCc1ccccc1	-4	-7	0	/
39	CC1(C)CC(=O)c2c(O)cc(OCc3ccc(Br)cc3)cc2O1	-45	-45	-2	4
40	COc1ccc(S(=O)(=O)NNC(=O)C2Cc3c(ccc4ccccc34)O2)cc1 (centres undefined)	/	-1	/	-11
41	O=C(CCc1ccccc1)NC(NC(=S)Nc1cccc(Cl)c1)C(Cl)(Cl)Cl (centres undefined)	0	-11	-1	12
42	COc1cccc(NC(=O)Cn2nnc(C(=O)NCc3ccc4c(c3)OCO4)c2N)c1	0	-6	1	-1
43	N#Cc1c(C(F)(F)F)cc(-c2ccccc2)[nH]c1=O	/	-7	/	-1
44	Cc1noc(C)c1NC(=O)N(C)C[C@H]1Oc2ccc(NS(=O)(=O)c3ccc(F)cc3)cc2CC(=O)N([C@H](C)CO)C[C@H]1C	-6	3	-1	9[16.7 µM]
45	CC(C)(O)[C@H](O)Cc1cc2ccc(=O)oc2cc1O[C@@H]1O[C@H](CO)[C@@H](O)[C@H](O)[C@H]1O	-3	-12	0	1

#	Cneo AK release	LGR2 inh	FN deposit inh	PAX8 inh HTS
31	1	3	4	-11
32	97*	-11	/	/
33	-4	23	2	/
34	0	-11	-9	-4
35	-3	-3	/	-5
36	-10	18	/	-2
37	6	0	1	/
38	-1	21	/	-1
39	-1	-60	/	/
40	-1	/	/	2
41	8	5	/	/
42	1	5	-5	-1
43	-1	/	-4	-5
44	-1	-29	/	/
45	0	7	-6	-20

A draw from above in order of heavy-atom count, lowest first.
#	Compound	EWS-Fli inh	PGC1a acetyl inh	Casp6 inh	miR122 inh
43	N#Cc1c(C(F)(F)F)cc(-c2ccccc2)[nH]c1=O	/	-7	/	-1
35	COCC(=O)N1[C@H](CO)[C@H]2c3ccccc3N(C(=O)NC(C)C)C[C@H]21	-9	4	-1	20[16.7 µM]
34	O=C(CCNC(=O)N1CC(=O)Nc2ccccc21)NCc1ccc(Cl)cc1	-8	1	-2	-2
40	COc1ccc(S(=O)(=O)NNC(=O)C2Cc3c(ccc4ccccc34)O2)cc1 (centres undefined)	/	-1	/	-11
36	CCc1nc2c(OCc3ccc(Cl)cc3)cccn2c1N(C)C(=O)c1cccs1	10	4	2	-2
45	CC(C)(O)[C@H](O)Cc1cc2ccc(=O)oc2cc1O[C@@H]1O[C@H](CO)[C@@H](O)[C@H](O)[C@H]1O	-3	-12	0	1
42	COc1cccc(NC(=O)Cn2nnc(C(=O)NCc3ccc4c(c3)OCO4)c2N)c1	0	-6	1	-1
37	C[C@H]1CN([C@@H](C)CO)C(=O)c2cc(Br)cnc2O[C@@H]1CN(C)S(=O)(=O)c1ccc(F)cc1	-1	-2	-2	11[16.7 µM]
33	CCCNC(=O)N1C[C@H](C)[C@H](OC)CN(C)C(=O)c2ccc(NS(=O)(=O)CC(F)(F)F)cc2OC[C@@H]1C	1	1	-1	/
44	Cc1noc(C)c1NC(=O)N(C)C[C@H]1Oc2ccc(NS(=O)(=O)c3ccc(F)cc3)cc2CC(=O)N([C@H](C)CO)C[C@H]1C	-6	3	-1	9[16.7 µM]

#	Cneo AK release	LGR2 inh	FN deposit inh	PAX8 inh HTS
43	-1	/	-4	-5
35	-3	-3	/	-5
34	0	-11	-9	-4
40	-1	/	/	2
36	-10	18	/	-2
45	0	7	-6	-20
42	1	5	-5	-1
37	6	0	1	/
33	-4	23	2	/
44	-1	-29	/	/

Remaining list, next part.
#	Compound	EWS-Fli inh	PGC1a acetyl inh	Casp6 inh	miR122 inh
46	O=[N+]([O-])c1cccc(-c2noc(-c3ccco3)n2)c1	-100	/	-1	/
47	Cc1ccc(S(=O)(=O)N2CCN(c3ncnc4sccc34)CC2)cc1	14	7	3	-1
48	CC1CCN(C(=O)COC(=O)c2cc(Cl)c3c(c2)OCO3)CC1	-23	-5	1	5
49	Cc1ccc(-c2cn3cccnc3n2)cc1NC(=O)c1c(-c2ccccc2Cl)noc1C	/	2	/	12
50	Cc1ccc(/C=C2\CCOC2=O)cc1	-30	/	-1	/
51	O=C(Nc1cccc(S(=O)(=O)N2CCCC2)c1)c1ccc(Cl)nc1	51*	-34	0	/
52	CCn1cc(C(=O)NCC2CCCO2)c(=O)c2cc(S(=O)(=O)N(C)C3CCCCC3)ccc21 (centres undefined)	1	/	1	/
53	O=C(Nc1sc2c(c1CN1CCOCC1)CCC2)c1ccc(F)cc1	-5	-6	-1	0
54	Cc1ccc(C2CC(c3cccc(NS(C)(=O)=O)c3)=NN2S(C)(=O)=O)cc1 (centres undefined)	-29	9	0	-4
55	CC(C)c1[nH]c(=O)c(C#N)c2c1COC(C)(C)C2	/	6	/	-4
56	O=C(NCc1ccc2c(c1)OCO2)C1CCN(S(=O)(=O)c2ccc(F)cc2)CC1	7	-3	3	-6

#	Cneo AK release	LGR2 inh	FN deposit inh	PAX8 inh HTS
46	/	/	-1	-175
47	-1	9	0	/
48	-1	-83	-2	-117
49	-2	-24	2	/
50	0	-7	-1	-24
51	0	15	5	/
52	8	-13	3	7
53	3	/	-6	9
54	1	4	-10	-20
55	-3	-21	6	/
56	-3	12	0	13
